Screening data from PubChem BioAssay.
PLK1 PBD block = qHTS for Inhibitors of PLK1-PDB (polo-like kinase 1 - polo-box domain): Primary Screen; 360,000 tested, 2.8% active; Potency, µM, for the others: max response, negative = inhibition, most hits filed as inhibitors; Serine/threonine-protein kinase PLK1 (Homo sapiens), P53350; Plk1 PBD binding of FITC phosphopeptide, fluorescence polarization; AID 720504, 2013; also: potency is read from the fitted curve at half-maximal effect; series mostly up to about 57 µM; % is scaled to controls: 0 for no effect and ±100 for the full control effect; nearly all actives have a fitted effect of over 65% in size
EPAC1 ag = qHTS for Agonist of cAMP-regulated guanine nucleotide exchange factor 3 (EPAC1): primary screen; AID 720707, 2013; 360,000 tested, 0.073% active; EPAC1 agonist qHTS, biochemical assay; response scale: 100% = response to 6.5 mM cAMP; Potency, µM (top dose mostly 154 µM), without a hit: top-dose activation, most hits filed as activators; Rap guanine nucleotide exchange factor 3 (Homo sapiens), O95398; also: potency is read from the fitted curve at half-maximal effect; nearly all actives have a fitted effect of over 60% in size
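Normalized to 6.5 mM cAMP, activity reflects EPAC1-catalysed release of BODIPY-GDP from Rap1B, followed kinetically over 30 min at 480 nm excitation, 540 nm emission. Reaction contained 100 nM EPAC1, 250 nM Rap1B-BODIPY-GDP, 50 uM GDP.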
IL2 activator = qHTS of IL-2 Activators | IL-2 activation reporter assay, cell-based qHTS; stimulated with anti-CD3/CD4/CD28 beads; in transgenic mouse T cells | activation, % (series mostly up to about 46 µM) | 360,000 tested, 0.065% active | AID 652025, 2013; in the data active = activation above about 50%; inconclusive = mostly about 30% to 49%; also: 0% is about no effect
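Quantitative HTS in unstimulated transgenic mouse T cells, with memory T cells as non-tolerant control and PMA/ionomycin as tolerance-bypass control. Compound pretreatment lasted 60 minutes before 18 h bead stimulation; EGFP/DsRed fluorescence read.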
GLP-1R inv ag = qHTS of GLP-1 Receptor Inverse Agonists (Inhibition Mode). HEK293 GLP-1R CRE-luciferase, luminescence, 24 h; GLP-1R form is constitutively active. 410,000 tested, 1.6% active. Potency, µM (series often up to 38.3 µM), for the others: top-dose activity change, negative = inhibition, most hits filed as inhibitors. Glucagon-like peptide 1 receptor (Homo sapiens), P43220. AID 624417, 2012; also: potency is read from the fitted curve at half-maximal effect; % is scaled to controls: 0 for no effect and ±100 for the full control effect; nearly all actives have a fitted effect of over 55% in size
Target sequence (P43220 whole entry, looked up): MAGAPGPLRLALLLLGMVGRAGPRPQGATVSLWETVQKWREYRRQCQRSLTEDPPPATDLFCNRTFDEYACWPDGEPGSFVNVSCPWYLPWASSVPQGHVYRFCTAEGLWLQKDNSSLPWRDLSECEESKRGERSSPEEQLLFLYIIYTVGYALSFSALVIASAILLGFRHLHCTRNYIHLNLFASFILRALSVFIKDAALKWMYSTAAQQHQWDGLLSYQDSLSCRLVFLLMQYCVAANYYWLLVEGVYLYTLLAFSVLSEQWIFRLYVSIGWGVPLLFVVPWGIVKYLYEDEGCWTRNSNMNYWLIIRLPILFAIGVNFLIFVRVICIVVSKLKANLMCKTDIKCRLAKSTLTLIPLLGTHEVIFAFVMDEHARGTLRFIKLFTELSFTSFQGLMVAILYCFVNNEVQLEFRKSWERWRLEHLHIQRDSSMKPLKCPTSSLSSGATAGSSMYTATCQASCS
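GLP-1R inverse agonism mode: basal reporter luminescence in engineered HEK293 cells measured after one day of compound exposure at 37 deg C, with a 12 min room-temperature detection step.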
GLP1R ag = qHTS of GLP-1 Receptor Agonists. Glucagon-like peptide 1 receptor (Homo sapiens), P43220. HEK293 GLP-1R CRE-luciferase, luminescence, 4-6 h; cells express a hypersensitive GLP-1R form. Potency, µM (highest dose often 45.6 µM), for the others: top-dose activation, actives largely listed as activators. 380,000 tested, 0.007% active; also: potency is read from the fitted curve at half-maximal effect; % of control where 0% means no effect
EPAC1 antagonist = qHTS for Antagonist of cAMP-regulated guanine nucleotide exchange factor 3 (EPAC1): primary screen | EPAC1 GEF assay, Rap1b-BODIPY-GDP exchange fluorescence | Potency, µM (series often up to 115 µM), inactives show at the highest dose activity change, negative = inhibition, most hits filed as inhibitors | 360,000 tested, 0.14% active | Rap guanine nucleotide exchange factor 3 (Homo sapiens), O95398;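 also: potency is read from the fitted curve at half-maximal effect; plate controls were vehicle for no effect and positive control for full effect; nearly all actives have a fitted effect of over 50% in size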
PI5P4Ka inh = qHTS for Inhibitors of phosphatidylinositol 5-phosphate 4-kinase (PI5P4K) | Phosphatidylinositol 5-phosphate 4-kinase type-2 alpha (Homo sapiens), P48426 | PI5P4Kalpha enzyme, ADP-Glo luminescence, 60 min; active compounds read low | max response, % | 330,000 tested, 1.2% active | AID 652105, 2013; active = max response of -50% or lower; inconclusive = between -30% and -50%; inactive = -30% or higher; also: value at the top dose of about 77 µM; % is scaled to controls: 0 for no effect and ±100 for the full control effect
Target sequence (P48426 whole entry, looked up): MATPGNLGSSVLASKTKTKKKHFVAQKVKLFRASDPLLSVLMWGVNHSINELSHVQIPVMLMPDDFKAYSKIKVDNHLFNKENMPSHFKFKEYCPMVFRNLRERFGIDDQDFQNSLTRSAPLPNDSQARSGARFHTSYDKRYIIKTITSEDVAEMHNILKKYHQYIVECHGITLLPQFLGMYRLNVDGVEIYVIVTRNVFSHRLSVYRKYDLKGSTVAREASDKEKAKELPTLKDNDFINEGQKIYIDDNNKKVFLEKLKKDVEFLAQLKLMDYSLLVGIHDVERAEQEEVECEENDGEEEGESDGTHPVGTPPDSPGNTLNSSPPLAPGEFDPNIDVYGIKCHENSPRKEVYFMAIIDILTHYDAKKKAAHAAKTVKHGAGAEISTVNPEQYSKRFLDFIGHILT
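ADP-Glo luminescence end-point after a 60 min room-temperature kinase reaction. PI5P4Kalpha and substrate in HEPES pH 7.4 buffer with EGTA, 0.1% CHAPS and 5% DMSO; ATP at 5 microM final.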
GLP1R cytotox = qHTS of GLP-1 Receptor Inverse Agonists: Cytotox Screen; Potency, µM (doses to about 38.3 µM), for inactives: top-dose activity change, negative = inhibition, usual class: inhibitors; AID 624418, 2012; 410,000 tested, 0.13% active; HEK293 cAMP-luciferase reporter cells, luminescence, 24 h;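 also: loss of luciferase light is scored as toxicity; potency is read from the fitted curve at half-maximal effect; % is scaled to controls: 0 for no effect and ±100 for the full control effect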
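MLSMR compounds, 24 hr on cells at 37 deg C/5% CO2; luminescence after luciferase reagent (12 min RT). Inhibition counted as the undesired cytotoxic outcome.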
PTHR1 agonist = qHTS for PTHR1 Agonists: Primary Screen; Parathyroid hormone/parathyroid hormone-related peptide receptor (Homo sapiens), Q03431; HEK293 GP2 PTHR1 cells, GloSensor cAMP luminescence, 1 h; Potency, µM (titrated, usually from 115 µM), for the others: top-dose activation, hits mostly activators; 410,000 tested, 0.075% active; AID 743266, 2014; also: potency is read from the fitted curve at half-maximal effect; nearly all actives have a fitted effect of over 55% in size; some results filed as inactive show a strong effect at the top dose; inactives centre near -15; many of its hits are not listed in these tables
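HEK-293-derived GP2 cells expressing PTHR1 and a GloSensor cAMP reporter, 3,000/well, plated overnight, given luciferin plus IBMX (each 0.5 mM as added) for 1 h at 37 °C, then compound for 1 h at 37 °C. Luminescence was read after 15 min at room temperature.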
* marks the source's active call; other numbers are inactive results; [ ] = dose if it differs, or a comment. Unless noted, calls follow the shape of the dose curve; as a rule, active = well fitted curve in the direction sought with a large enough effect; inconclusive = small, poorly fitted or top-dose-only effect, or another doubt; inactive = no such curve, though single readings can be large; an effect the other way counts as inactive or inconclusive. Only part of the results is shown. The share of hits here may be higher or lower than overall.

Results for O=C(CSc1nnc(Cc2cccs2)n1Cc1ccco1)Nc1cc(Cl)cc(Cl)c1 ?
PLK1 PBD block: -13%; EPAC1 ag: 23%; IL2 activator: -3.4; GLP-1R inv ag: -92%; GLP1R ag: -1%; EPAC1 antagonist: 4%; GLP1R cytotox: -24%; PTHR1 agonist: -23%

What do the screens show for `Cc1cccc2cc(CN(Cc3nnnn3Cc3ccccc3)C3CCCC3)c(=O)[nH]c12`?
PLK1 PBD block: -5%; EPAC1 ag: 18%; IL2 activator: 0.4; GLP-1R inv ag: -27%; GLP1R ag: 9%; EPAC1 antagonist: 4%; GLP1R cytotox: -9%; PTHR1 agonist: -5%[57.5 µM]

What do the screens show for `COc1ccc(CCn2nnnc2C(CC(C)C)N2CCN(c3ncccn3)CC2)cc1OC` (stereo not drawn)?
PLK1 PBD block: -3%; EPAC1 ag: 1%; IL2 activator: -0.5; GLP-1R inv ag: -2%; GLP1R ag: 2%; EPAC1 antagonist: 9%; PI5P4Ka inh: 7; GLP1R cytotox: -9%; PTHR1 agonist: inactive

What do the screens show for `COc1ccc(NC(=O)CCC(=O)N(Cc2ccc(OC)c(OC)c2)c2nccs2)c(OC)c1`?
PLK1 PBD block: -6%; EPAC1 ag: -3%; IL2 activator: 2.2; GLP-1R inv ag: 14%; GLP1R ag: 16%; EPAC1 antagonist: -1%; PI5P4Ka inh: 2; GLP1R cytotox: -23%; PTHR1 agonist: inactive

Results for CCCn1nnnc1SCC(=O)NCc1ccc2c(c1)OCO2 ?
PLK1 PBD block: -9%; EPAC1 ag: 3%; IL2 activator: 1.2; GLP-1R inv ag: 1%; GLP1R ag: -11%; EPAC1 antagonist: 2%; PI5P4Ka inh: 0; GLP1R cytotox: -16%; PTHR1 agonist: inactive

What do the screens show for `CCCN(CCO)C1CCN(CCc2ccccc2)CC1`?
PLK1 PBD block: 2%; EPAC1 ag: -7%; IL2 activator: 0.9; GLP-1R inv ag: -16%; GLP1R ag: 3%; EPAC1 antagonist: 8%; PI5P4Ka inh: 0; GLP1R cytotox: -8%; PTHR1 agonist: -48%[inhibitor]

Results for O=C(COC(=O)CSc1ccc(F)cc1)NCC1CCCCC1 ?
PLK1 PBD block: -10%; EPAC1 ag: -17%; IL2 activator: -2.6; GLP-1R inv ag: 20%; GLP1R ag: -6%; EPAC1 antagonist: 5%; PI5P4Ka inh: 8; GLP1R cytotox: -4%; PTHR1 agonist: -7%

How did Cc1sc2ncnc(SCC(=O)NNC(=O)COc3cccc4ccccc34)c2c1C do in these assays?
PLK1 PBD block: 1%; EPAC1 ag: 14%; IL2 activator: -1.1; GLP-1R inv ag: 0%; GLP1R ag: -1%; EPAC1 antagonist: -13%; GLP1R cytotox: 0%; PTHR1 agonist: inactive

Results for Cc1cccc(NC2=NC(=S)N(c3cccc(C(=O)O)c3)C23CCCCC3)c1 ?
PLK1 PBD block: -9%; EPAC1 ag: -4%; IL2 activator: 1.8; GLP-1R inv ag: 18%; GLP1R ag: -4%; EPAC1 antagonist: -7%; PI5P4Ka inh: 1; GLP1R cytotox: -3%; PTHR1 agonist: inactive

What do the screens show for `COc1ccc(CN2CCN(C(=O)c3ccco3)CC2)cc1OC`?
PLK1 PBD block: -9%; EPAC1 ag: 4%; IL2 activator: -0.9; GLP-1R inv ag: 13%; GLP1R ag: 7%; EPAC1 antagonist: -4%; PI5P4Ka inh: -5; GLP1R cytotox: 5%; PTHR1 agonist: inactive

Results for CCCc1ccc2ccc3ccccc3c2n1 ?
PLK1 PBD block: 1%; EPAC1 ag: -15%; IL2 activator: -0.1; GLP-1R inv ag: 21%; GLP1R ag: -6%; EPAC1 antagonist: 9%; PI5P4Ka inh: 7; GLP1R cytotox: 3%; PTHR1 agonist: -17%

What do the screens show for `CCC(=O)N1CCCc2cc(S(=O)(=O)N3CCN(c4ccccc4F)CC3)ccc21`?
PLK1 PBD block: 6%; EPAC1 ag: -5%; IL2 activator: -2.0; GLP-1R inv ag: inconclusive; GLP1R ag: 0%; EPAC1 antagonist: -11%; PI5P4Ka inh: 5; GLP1R cytotox: 2%; PTHR1 agonist: -2%

What do the screens show for `COc1cc2c(cc1NC(=O)c1cccnc1)CCCC2`?
PLK1 PBD block: -4%; EPAC1 ag: -9%; IL2 activator: 0.4; GLP-1R inv ag: 15%; GLP1R ag: 17%; EPAC1 antagonist: -12%; PI5P4Ka inh: -2; GLP1R cytotox: 14%; PTHR1 agonist: inactive

Results for COc1cccc(CN2CCNC(=O)C2CC(=O)NC2CCOCC2)c1OC (stereo not drawn) ?
PLK1 PBD block: 2%; EPAC1 ag: -5%; IL2 activator: -0.3; GLP-1R inv ag: 11%; GLP1R ag: -6%; EPAC1 antagonist: -6%; PI5P4Ka inh: -4; GLP1R cytotox: -1%; PTHR1 agonist: inactive

What do the screens show for `CC(=O)Oc1ccc(-c2csc(Nc3cccnc3)n2)cc1`?
PLK1 PBD block: -3%; EPAC1 ag: 2%; IL2 activator: 0.3; GLP-1R inv ag: 4%; GLP1R ag: 8%; EPAC1 antagonist: -4%; PI5P4Ka inh: -16; GLP1R cytotox: 3%; PTHR1 agonist: -4%

Results for COc1ccc(CCNS(=O)(=O)c2cc3c4c(c2)C(C)C(=O)N4CCC3)cc1OC (stereo not drawn) ?
PLK1 PBD block: 1%; EPAC1 ag: -7%; IL2 activator: -4.2; GLP-1R inv ag: 68%[activator]; GLP1R ag: 7%; EPAC1 antagonist: 4%; PI5P4Ka inh: 8; GLP1R cytotox: -11%; PTHR1 agonist: inactive

Results for CC(C)(C)C(=O)Oc1cccc(Nc2ncnc3ccccc23)c1 ?
PLK1 PBD block: 2%; EPAC1 ag: -3%; IL2 activator: -3.0; GLP-1R inv ag: -22%; GLP1R ag: -2%; EPAC1 antagonist: -16%; PI5P4Ka inh: 4; GLP1R cytotox: -10%; PTHR1 agonist: -30%

How did CC(=O)N[C@H]1C(O)O[C@H](CO)[C@@H](O)[C@@H]1O (stereo partly drawn) do in these assays?
PLK1 PBD block: 6%; EPAC1 ag: -18%; IL2 activator: -0.1; GLP-1R inv ag: -9%; GLP1R ag: 4%; EPAC1 antagonist: 3%; PI5P4Ka inh: 1; GLP1R cytotox: 3%; PTHR1 agonist: -22%

What do the screens show for `COCc1nnc(NC(=O)c2cccs2)s1`?
PLK1 PBD block: -6%; EPAC1 ag: 8%; IL2 activator: -1.7; GLP-1R inv ag: 29%; GLP1R ag: -10%; EPAC1 antagonist: 16%; GLP1R cytotox: 7%; PTHR1 agonist: inactive

What do the screens show for `O=C(C[n+]1ccc(/C=N/O)cc1)NCc1ccccc1`?
PLK1 PBD block: 2%; EPAC1 ag: -4%; IL2 activator: 0.1; GLP-1R inv ag: 12%; GLP1R ag: -4%; EPAC1 antagonist: 6%; PI5P4Ka inh: 1; GLP1R cytotox: 3%; PTHR1 agonist: inconclusive

How did COC(=O)c1ccc(N2CCCCC2)c(NC(=O)c2ccco2)c1 do in these assays?
PLK1 PBD block: 1%; EPAC1 ag: 12%; IL2 activator: -0.8; GLP-1R inv ag: inconclusive; GLP1R ag: 25%; EPAC1 antagonist: 0%; PI5P4Ka inh: -5; GLP1R cytotox: -1%; PTHR1 agonist: inactive

What do the screens show for `O=C(NCc1ccccc1)C(c1ccccc1)n1c(C2CC2)nc2ccccc21` (stereo not drawn)?
PLK1 PBD block: -3%; EPAC1 ag: -5%; IL2 activator: -0.9; GLP-1R inv ag: 1%; EPAC1 antagonist: 18%; PI5P4Ka inh: -5; GLP1R cytotox: 1%; PTHR1 agonist: -58%[inhibitor]

How did CCOc1ccc(-c2nc(CCl)cs2)cc1 do in these assays?
PLK1 PBD block: -15%; EPAC1 ag: 5%; IL2 activator: -3.2; GLP-1R inv ag: 3%; GLP1R ag: 18%; EPAC1 antagonist: -4%; PI5P4Ka inh: 3; GLP1R cytotox: 3%; PTHR1 agonist: -58%[inhibitor]

What do the screens show for `C=CCn1c(C)cc(C(=O)CN2C(=O)NC3(CCCc4ccccc43)C2=O)c1C` (stereo not drawn)?
PLK1 PBD block: -7%; EPAC1 ag: 10%; IL2 activator: -0.2; GLP-1R inv ag: inconclusive; GLP1R ag: 5%; EPAC1 antagonist: -21%; PI5P4Ka inh: -1; GLP1R cytotox: 2%; PTHR1 agonist: inactive

Results for CNC(=O)c1sc(-c2cccs2)nc1C ?
PLK1 PBD block: -16%; EPAC1 ag: 7%; IL2 activator: -4.5; GLP-1R inv ag: 9%; GLP1R ag: 0%; EPAC1 antagonist: -16%; PI5P4Ka inh: -11; GLP1R cytotox: 0%; PTHR1 agonist: -2%

How did COc1ccc(-c2ccc3c(c2)C2CC3CCN2S(=O)(=O)c2ccccc2C)cc1 (stereo not drawn) do in these assays?
PLK1 PBD block: -17%; EPAC1 ag: -16%; IL2 activator: -0.5; GLP-1R inv ag: inconclusive; GLP1R ag: -1%; EPAC1 antagonist: -12%; PI5P4Ka inh: 1; GLP1R cytotox: 18%; PTHR1 agonist: -72%[inhibitor]
